Screening data: PubChem BioAssay, National Center for Advancing Translational Sciences (NCATS)
DRD3 antagonist = blocks the human D3 dopamine receptor. D3R cells, DiscoveRx beta-arrestin luminescence, antagonist mode; hits give low values. AID 652054. P35462. hit rate 2.5% among 360,000. max response, negative = inhibition, %; in the data active means max response below about -50%; inconclusive means no clear call, values can overlap the other calls; further: on the % scale 0 is the no-effect control and ±100 the full control effect; mostly tested at two doses, the higher about 12 µM
Target sequence (P35462 whole entry, looked up): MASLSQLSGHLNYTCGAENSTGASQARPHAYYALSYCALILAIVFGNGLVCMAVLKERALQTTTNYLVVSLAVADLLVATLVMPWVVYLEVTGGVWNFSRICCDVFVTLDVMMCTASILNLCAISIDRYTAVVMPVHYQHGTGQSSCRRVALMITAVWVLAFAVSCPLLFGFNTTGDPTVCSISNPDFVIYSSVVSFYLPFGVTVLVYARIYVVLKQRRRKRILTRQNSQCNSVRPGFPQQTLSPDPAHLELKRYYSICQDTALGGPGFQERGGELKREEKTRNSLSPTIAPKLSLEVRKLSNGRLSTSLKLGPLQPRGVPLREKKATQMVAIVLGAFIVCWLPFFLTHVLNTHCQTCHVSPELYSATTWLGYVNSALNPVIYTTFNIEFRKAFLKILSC
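Cells expressing the human receptor were seeded at 1500 cells/well, incubated overnight at 37 degrees C in 5% CO2, then exposed to library compounds with dopamine controls for 90 minutes at 37 degrees C before luminescent detection.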
PTHR1 ag = PTHR1 (human) receptor agonism; Q03431; HEK293 GP2 PTHR1 cells, GloSensor cAMP luminescence, 1 h; Potency, µM (top dose mostly 115 µM), for the others: at the highest dose activation, actives largely listed as activators; hit rate 0.075% among 410,000; further: potency means the concentration at half of the fitted maximal effect; nearly all actives have a fitted effect of over 55% in size; some results filed as inactive show a strong effect at the top dose; inactives centre near -15; many of its hits are not listed in these tables
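HEK-293-derived GP2 cells expressing PTHR1 and a GloSensor cAMP reporter, 3,000/well, plated overnight, given luciferin plus IBMX (each 0.5 mM as added) for 1 h at 37 °C, then compound for 1 h at 37 °C. Luminescence was read after 15 min at room temperature.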
HEK293 tox = cytotoxicity counter-screen for GLP-1 receptor inverse agonists; AID 624418; HEK293 cAMP-luciferase reporter cells, luminescence, 24 h; hit rate 0.13% among 410,000; Potency, µM (highest dose often 38.3 µM), for the others: at the top dose activity change, negative = inhibition, hits mostly inhibitors;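 further: loss of luciferase light is scored as toxicity; potency means the concentration at half of the fitted maximal effect; on the % scale 0 is the no-effect control and ±100 the full control effect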
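1536-well qHTS counterscreen of the MLSMR; 200 cells/uL, 12 h pre-incubation, 23 nL cpd, 24 h at 37 deg C 5% CO2, luciferase detection reagent, 12 min RT, luminescence. Inhibition = undesired.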
TDP-43 yeast inh = rescues yeast growth from TDP-43 toxicity. AID 652104. hit rate 1.8% among 410,000. Potency, µM (series often up to 46.1 µM), inactives show at the highest dose growth rescue (activation), usual class: activators. TDP-43 expressing yeast growth rescue, BacTiter-Glo, 24 h; further: potency means the concentration at half of the fitted maximal effect; % of control where 0% means no effect; nearly all actives have a fitted effect of over 50% in size
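In this qHTS, compounds that restore growth of yeast expressing TDP-43 appear as activators. Cells (OD600=0.02, galactose medium, raffinose-pregrown) are incubated with compound 24 hr at 30 deg C and growth is quantified by BacTiter-Glo.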
D3 ag = agonists of human D3 dopamine receptor | P35462 | D3R DiscoveRx beta-arrestin cells, luminescence, 90 min | max activation, % | hit rate 0.58% among 410,000 | AID 652048; in the data active means max activation above about 30%; further: 0% is about no effect; mostly tested at two doses, the higher about 12 µM
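Cells at 1500/well, incubated overnight, then treated with pinned compounds (dopamine as control) for 90 min at 37 degrees C. DiscoveRx reagent added for 30 - 60 minutes at room temperature; luminescence read.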
GLP1R ag = agonists of human GLP-1 receptor; P43220; HEK293 GLP-1R CRE-luciferase, luminescence, 4-6 h; cells express a hypersensitive GLP-1R form; Potency, µM (titrated, usually from 45.6 µM), for inactives: at the highest dose activation, most hits filed as activators; hit rate 0.007% among 380,000; AID 624172; further: potency means the concentration at half of the fitted maximal effect; % of control where 0% means no effect
Target sequence (P43220 whole entry, looked up): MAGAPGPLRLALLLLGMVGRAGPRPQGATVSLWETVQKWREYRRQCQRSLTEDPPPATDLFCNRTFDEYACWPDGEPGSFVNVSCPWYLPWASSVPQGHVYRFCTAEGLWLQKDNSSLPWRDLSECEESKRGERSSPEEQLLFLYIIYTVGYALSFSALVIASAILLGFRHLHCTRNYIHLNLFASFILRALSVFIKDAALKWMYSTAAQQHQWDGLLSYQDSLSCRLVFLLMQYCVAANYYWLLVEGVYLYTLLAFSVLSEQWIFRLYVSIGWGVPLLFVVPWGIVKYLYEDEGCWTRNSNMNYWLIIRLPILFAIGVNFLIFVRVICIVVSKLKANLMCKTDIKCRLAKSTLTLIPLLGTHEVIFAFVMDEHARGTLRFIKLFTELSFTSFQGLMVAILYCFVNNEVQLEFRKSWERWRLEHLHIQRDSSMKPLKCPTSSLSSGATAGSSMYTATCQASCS
KB-V1 MDR tox = KB-V1 MDR subline cytotoxicity. KB-V1 MDR cells viability, CellTiter-Glo, 72 h. Potency, µM (titrated, usually from 46.1 µM), for the others: at the top dose activity change, negative = cytotoxicity, hits mostly cytotoxic. hit rate 3.4% among 400,000. AID 1347076; further: potency means the concentration at half of the fitted maximal effect; on the % scale 0 is the no-effect control and ±100 the full control effect; nearly all actives have a fitted effect of over 60% in size
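KB-V1 MDR subline cells in DMEM (phenol-red free, 10% FBS) exposed to compounds in qHTS concentration series for 72 h at 37 degrees C. Viability read by CellTiter-Glo luminescence; concentration-effect curves fitted after normalization and correction.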
aSyn rescue = rescues yeast growth from alpha-synuclein toxicity | Yeast expressing alpha-synuclein, growth rescue, BacTiter-Glo, 24 h | Potency, µM (titrated, usually from 46.1 µM), inactives show at the top dose growth rescue (activation), usual class: activators | hit rate 0.14% among 370,000; further: potency means the concentration at half of the fitted maximal effect; % of control where 0% means no effect; nearly all actives have a fitted effect of over 65% in size
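Screening used galactose-induced yeast with toxic alpha-synuclein levels, exposed to compound for 24 hr at 30 deg C. Cell growth, read with BacTiter-Glo luminescence, gave the measured signal.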
GLP1R inv ag = inverse agonists of human GLP-1 receptor; P43220; HEK293 GLP-1R CRE-luciferase, luminescence, 24 h; GLP-1R form is constitutively active; Potency, µM (titrated, usually from 38.3 µM), for the others: at the top dose activity change, negative = inhibition, hits mostly inhibitors; hit rate 1.6% among 410,000; AID 624417; further: potency means the concentration at half of the fitted maximal effect; on the % scale 0 is the no-effect control and ±100 the full control effect; nearly all actives have a fitted effect of over 55% in size
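Using stably transfected HEK293 (constitutively active GLP-1R, cAMP-luciferase reporter), compounds were incubated 24 hr and luciferase measured by luminescence.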
* marks the source's active call; other numbers are inactive results; i = inactive; ? = inconclusive; . = not tested or not shown; [ ] = remark or other dose. Unless noted, the call rests on the fitted dose curve; in most records, active means well fitted curve in the direction sought with a large enough effect; inconclusive means small, poorly fitted or top-dose-only effect, or another doubt; inactive means no such curve, though single readings can be large; an effect the other way counts as inactive or inconclusive.

Order of values – HEK293 tox, aSyn rescue, PTHR1 ag, GLP1R ag, D3 ag, GLP1R inv ag, KB-V1 MDR tox, TDP-43 yeast inh, DRD3 antagonist
> Cc1ccc(C(=O)OCC(=O)N2CCC(c3ccccc3)=N2)c(C)c1
→ 6.1%, 5.1%, i, 2.4%, -3.7, 12.6%, 0.3%, -9.0%, 3.8
> CCOC(=O)C1CCCN(c2cc(=O)n(C3CCCCC3)c(=O)[nH]2)C1 (stereo unspecified)
→ 11.3%, 4.4%, -0.9%, -4.7%, 2.9, 10.8%, -10.2%, -10.0%, -4.3
> COc1cccc(C2c3c(oc4ccccc4c3=O)C(=O)N2Cc2ccco2)c1 (stereo unspecified)
→ 5.3%, -0.7%, i, -3.8%, 6.9, 16.5%, 0.0%, 10.6%, 23.7
> O=C(OCc1cccc(F)c1)c1ccc2c(c1)-c1ccccc1C2=O
→ 0.1%, 0.3%, -42.6%, 0.8%, 9.0, 0.0%, -6.0%, -10.0%, 10.3
> O=C(/C=C/c1c(Cl)cccc1Cl)NCc1ccccc1
→ 8.8%, -0.2%, i, -6.0%, -2.8, 0.0%, 25.8%, -10.9%, 17.8
> COCCCN1C(=O)C(=O)/C(=C(/O)c2ccc(S(=O)(=O)N3CCOCC3)cc2)C1c1ccc(OC)cc1 (stereo unspecified)
→ -0.8%, -7.1%, i, -3.4%, 22.8, 7.9%, 14.2%, -17.4%, 0.0
> CN1CCCN(Cc2ccccc2C(F)(F)F)CC1
→ ?, 0.2%, i, -6.5%, -5.8, 0.0%, 0.0%, -33.9%[inhibitor], -84.1*
> Cc1ccc(N(C(=O)NC2CCCCC2)C2=NCCCCC2)cc1
→ -1.0%, -5.8%, -22.9%, -4.8%, -1.7, 30.0%[activator], -6.4%, 4.7%, 4.7
> CCN1CCN(CCNC(=O)CS(=O)(=O)Cc2nc(-c3ccc(C)cc3)oc2C)CC1
→ -3.3%, 0.1%, -10.0%, 8.9%, -4.7, 6.3%, 0.0%, 20.1%, -19.6
> CC(c1ccccc1)C(CC(=O)O)C(=O)Nc1ccc(Cl)c(Cl)c1 (stereo unspecified)
→ 0.0%, 8.3%, i, 8.6%, 5.9, 13.9%, ?, -9.5%, 2.7
> Cc1c(N(C)S(=O)(=O)c2ccc(Cl)c(C(=O)N3CCC(C(N)=O)CC3)c2)c(=O)n(-c2ccccc2)n1C
→ 8.0%, 3.0%, ?, 0.8%, 0.3, 3.7%, 2.8%, -22.6%, 10.1
> COCCCNC(=O)c1cnn(-c2ccc(F)cc2F)c1C1CCNCC1
→ 1.6%, -4.8%, 17.5%, -5.9%, -10.5, -16.2%, 15.8%, -15.7%, .
> CC(C)C(=O)NN1c2ccccc2CCc2ccccc21
→ -24.6%, 2.4%, i, 6.9%, 0.0, -20.4%, 8.5%, 10.2%, -0.1
> CCOc1ccc2[nH]c(=O)c(CN(CCCO)S(=O)(=O)c3ccc(F)cc3)cc2c1
→ -10.8%, -0.5%, -6.5%, 11.0%, 10.1, -22.2%, 17.3%, 0.3%, 29.8
> Cc1nn(C(C)C(=O)NCCc2ccco2)c(=O)c2nn(-c3ccccc3)c(C)c12 (stereo unspecified)
→ -4.5%, -4.5%, i, -0.8%, 2.6, -17.1%, -8.9%, 6.6%, 1.3

Reprinted at random: four compounds from above, in no set order.
Order of values – HEK293 tox, aSyn rescue, PTHR1 ag, GLP1R ag, D3 ag, GLP1R inv ag, KB-V1 MDR tox, TDP-43 yeast inh, DRD3 antagonist
> O=C(/C=C/c1c(Cl)cccc1Cl)NCc1ccccc1
→ 8.8%, -0.2%, i, -6.0%, -2.8, 0.0%, 25.8%, -10.9%, 17.8
> COc1cccc(C2c3c(oc4ccccc4c3=O)C(=O)N2Cc2ccco2)c1 (stereo unspecified)
→ 5.3%, -0.7%, i, -3.8%, 6.9, 16.5%, 0.0%, 10.6%, 23.7
> CC(C)C(=O)NN1c2ccccc2CCc2ccccc21
→ -24.6%, 2.4%, i, 6.9%, 0.0, -20.4%, 8.5%, 10.2%, -0.1
> Cc1nn(C(C)C(=O)NCCc2ccco2)c(=O)c2nn(-c3ccccc3)c(C)c12 (stereo unspecified)
→ -4.5%, -4.5%, i, -0.8%, 2.6, -17.1%, -8.9%, 6.6%, 1.3

(more compounds)
Order of values – HEK293 tox, aSyn rescue, PTHR1 ag, GLP1R ag, D3 ag, GLP1R inv ag, KB-V1 MDR tox, TDP-43 yeast inh, DRD3 antagonist
> COc1ccc(Br)cc1C(=O)Nc1ccc2oc(-c3cccnc3)nc2c1
→ -5.6%, ., i, ., 23.9, 7.0%, 3.9%, 18.2%, .
> CCOC(=O)c1c(NC(=O)CSc2nc3ccccc3s2)sc(C)c1C
→ -3.9%, 11.4%, -16.9%[57.5 µM], 20.6%, 8.7, 0.0%, 13µM*, 3.4%, 9.3
> COc1cccc(-c2nc(NCC3CCCO3)c3ccccc3n2)c1O (stereo unspecified)
→ -25.1%, 3.2%, -12.2%, 1.9%, 8.1, ?, ?, ?, 20.0
> COc1ccc(C2=CC(c3cc(OC)c(OC)c(OC)c3)NC(=S)N2)cc1 (stereo unspecified)
→ 21.6%, -2.7%, i, -2.7%, -0.6, -9.1%, -3.1%, -8.7%, ?
> O=C(CCN1C(=O)C2C3C=CC(C3)C2C1=O)N1CCN(c2ccccn2)CC1 (stereo unspecified)
→ 20.4%, -0.7%, i, 8.5%, -10.2, -6.9%, 0.0%, -8.6%, -4.3
> Cc1ccc(CS(=O)Cc2ccc(C(=O)NCCc3ccccc3)o2)cc1 (stereo unspecified)
→ -5.9%, 1.4%, i, 1.9%, 1.9, 1.5%, -7.1%, 10.6%, -10.1
> O=C1CC(c2ccc(O)cc2)Oc2cc(O)ccc21 (stereo unspecified)
→ 8.3%, 0.7%, -1.6%, 8.2%, -5.7, 15.5%, 5.7%, -10.3%, 5.5
> CCOc1ccc(/C(C)=N/N2C(=O)C(CC(=O)Nc3ccc(OC)cc3[N+](=O)[O-])SC2=Nc2cccc(C)c2C)cc1 (stereo unspecified)
→ 23.3%, 9.5%, -22.3%, -1.0%, -3.3, 12.3%, 12.6%, 1.5%, 3.8
> COCCNC(=O)COc1cccc2c1OC(C)(C)C2
→ 5.1%, 0.8%, i, -4.0%, -5.5, -10.3%, 1.4%, -4.7%, -4.0
> CCOc1ccc2nc(SCC(=O)NCc3ccc(S(N)(=O)=O)cc3)[nH]c2c1
→ -8.0%, 1.7%, ?, 0.5%, 0.9, 2.8%, 11.4%, 15.5%, 11.7
> COc1ccccc1C(=O)N/C(=C\c1cn(S(=O)(=O)N(C)C)c2ccccc12)C(=O)N1CCOCC1
→ -9.8%, -3.2%, i, 0.4%, -0.1, -18.2%, 6.1%, 8.6%, -11.3
> CCOCC(=O)Nc1ccccc1C(=O)O
→ 1.5%, 5.5%, -9.2%, -0.7%, -2.4, 1.7%, -2.5%, -13.4%, 0.9
> Cc1cc(NC(=O)CSc2cn(CCNC(=O)c3ccc(Cl)cc3)c3ccccc23)no1
→ -7.9%, -0.6%, -41.7%[inhibitor], 1.8%, -1.9, ?, 15.0%, 21.3%, -14.9
> COc1ccc2c(c1)oc(=O)c1ccccc12
→ 0.0%, ?, -53.0%[inhibitor], ?, 0.4, 122.9%[activator], 0.0%, 23.6%, 12.2
> CCOc1ccc(CN(C)C(=O)CNC(=O)c2cc(OC)c(OC)c(OC)c2)cc1
→ 2.5%, -9.9%, -6.1%, 13.2%, -0.5, -18.5%, -4.9%, 5.0%, 4.6

(continued)
Order of values – HEK293 tox, aSyn rescue, PTHR1 ag, GLP1R ag, D3 ag, GLP1R inv ag, KB-V1 MDR tox, TDP-43 yeast inh, DRD3 antagonist
> Cc1cc2cc(CNC(=O)NC3CCCCC3)ccc2[nH]1
→ -7.8%, 5.3%, -19.9%, -0.3%, 1.1, -5.9%, 2.1%, -6.2%, 3.4
> COc1ccc(OCc2cc(C(=O)NCC(C)(C)N3CCOCC3)no2)c(Cl)c1
→ -2.7%, 1.5%, i, 18.8%, 8.5, ?, ., 5.3%, 7.0
> Cc1ccccc1OC(C)C(=O)NCCC1=CCCCC1 (stereo unspecified)
→ 5.6%, 1.2%, -11.3%, 10.6%, -7.3, ?, -14.0%, -2.9%, -21.0
> O=[N+]([O-])c1ccc(S(=O)(=O)NCC2CC3CCC2C3)cc1 (stereo unspecified)
→ 0.0%, 0.3%, -7.3%, 12.1%, -0.3, ?, 1.7%, 21.9%, -8.7
> COc1ccc(Cl)cc1NC(=S)NCCc1c[nH]c2ccccc12
→ -29.1%, 0.2%, ?, -5.0%, -9.3, ?, ?, ?, ?
> COC(=O)C1=C(C(=O)OC)C(c2cc(Cl)ccc2O)c2sc(=O)[nH]c2S1 (stereo unspecified)
→ 21.8%, 14.1µM*, -16.6%[57.5 µM], -7.0%, 4.2, 0.0%, 0.5%, -14.4%, -8.7
> O=C(CSc1ncnc2nc[nH]c12)Nc1nnc(SCc2ccc(Cl)c(Cl)c2)s1
→ -5.0%, -1.5%, -5.8%, 11.8%, 6.5, -17.8%, 14.2%, -17.1%[0.397 µM], -7.9
> Cc1cc(C)cc(CSc2nnc(C)c(=O)[nH]2)c1
→ 9.9%, 4.1%, i, 11.3%, 1.3, 1.7%, 10.6%, 19.6%, -18.4
> C[C@@H]1CN([C@@H](C)CO)C(=O)c2cc(NC(=O)Nc3ccccc3)ccc2O[C@@H](C)CCCCO[C@H]1CN(C)C(=O)Nc1ccc(C(F)(F)F)cc1
→ -4.9%, 0.3%, -22.3%, -5.0%, 6.5, ?, 0.0%, 24.5%, 10.0
> Cc1ccc(C)c(OCCC(=O)Nc2cccc(S(=O)(=O)N3CCCC3)c2)c1
→ -0.1%, 7.6%, -25.9%, 1.3%, 0.5, ?, 0.0%, 8.1%, -18.5

Some of the compounds tested; count on the stated rates, not on these rows.
